# Nrf2 inh: Nrf2 qHTS screen for inhibitors; A549 ARE-Fluc reporter, luciferase luminescence, 18-24 h; Potency, µM (top dose mostly 46 µM), for inactives: at the top dose activity change, negative = inhibition, hits mostly inhibitors; 360,000 tested, 2.1% active; note: potency is the fitted concentration of half-maximal effect; % is set by controls: 0 for no effect and ±100 for the full control effect; nearly all actives have a fitted effect of over 60% in size
#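 In this cell-based qHTS, ARE-driven firefly luciferase in A549 cells reports Nrf2 activity; the luminescent signal after BugLite lysis is the measured value, with a prior CellTiter-Fluor read for cell health.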
# TGFb SMAD3 inh: qHTS for Inhibitors of TGF-b; Potency, µM (highest dose often 46.1 µM), inactives show at the top dose activity, negative = inhibition, hits mostly inhibitors; 410,000 tested, 1.2% active; HepG2 CAGA-GFP TGF-b/SMAD3 reporter, GFP fluorescence, 18 h; TGF-beta stimulated, 500 pg/mL final; note: potency is the fitted concentration of half-maximal effect; % is set by controls: 0 for no effect and ±100 for the full control effect; nearly all actives have a fitted effect of over 65% in size
#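 HEPG2 CAGA-GFP cells (1000/well, DMEM with 1% FBS) were pre-incubated 2 h at 37 degrees C, given compound by pin tool, then stimulated with TGF-beta at 500 pg/mL final for 18 h before per-cell GFP fluorescence imaging.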
# ATXN2 expr inh: Primary qHTS for Inhibitors of ATXN expression; HEK-293 ATXN2-luciferase reporter, luminescence, 24 h; 360,000 tested, 0.72% active; Potency, µM (highest dose often 57 µM), inactives show top-dose activity change, negative = inhibition, hits mostly inhibitors; note: potency is the fitted concentration of half-maximal effect; % is set by controls: 0 for no effect and ±100 for the full control effect; nearly all actives have a fitted effect of over 55% in size
#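 qHTS (up to 57 uM final) was run with 24 h compound exposure of reporter cells at 37 °C. Each well was multiplexed: SteadyGlo luminescence measured ATXN2-luciferase expression after a fluorogenic Gly-Phe-AFC viability readout (25 uM final).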
# IL-2 act: qHTS of IL-2 Activators | AID 652025, 2013 | activation, % (series mostly up to about 46 µM) | IL-2 activation reporter assay, cell-based qHTS; stimulated with anti-CD3/CD4/CD28 beads; in transgenic mouse T cells | 360,000 tested, 0.065% active; in the data active = activation above about 50%; inconclusive = mostly about 30% to 49%; note: 0% is about no effect
#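 Unstimulated transgenic mouse T cells; 60-min compound exposure; bead-based TCR/CD4/CD28 stimulation; 18 h culture, 37 degrees C; dual fluorescence (EGFP, DsRed) plate cytometry.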
# HepG2 viability: qHTS for Inhibitors of TGF-b: Cytotox Counterscreen | 410,000 tested, 0.76% active | HepG2 CAGA-GFP viability, ATP luminescence, 18 h | Potency, µM (series often up to 46.1 µM), inactives show top-dose activity change, negative = cytotoxicity, hits mostly cytotoxic; note: potency is the fitted concentration of half-maximal effect; some results filed as inactive show a strong effect at the top dose
#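 HepG2 CAGA-GFP cells (1000/well, DMEM with 1% FBS) received compound, then TGF-beta at 500 pg/mL final, and were incubated 18 hours at 37 degrees C. Viability was read by CellTiter-Glo luminescence. Media-only wells were set as complete cell-killing and DMSO as no toxicity.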
# Nrf2 activator: qHTS of Nrf2 Activators. Potency, µM (titrated, usually from 46.1 µM), inactives show at the top dose activation, actives largely listed as activators. AREc32 ARE-luciferase reporter (MCF7-derived line), luminescence, 24 h. 410,000 tested, 0.31% active; note: potency is the fitted concentration of half-maximal effect; % of control where 0% means no effect; nearly all actives have a fitted effect of over 65% in size
#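 Each well held 1000 AREc32 cells, which were incubated with compound for 24 hr at 37 deg C after overnight attachment, and ARE reporter activity was quantified by firefly luciferase luminescence.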
# EPAC2 ag: qHTS for Agonist of cAMP-regulated guanine nucleotide exchange factor 4 (EPAC2): primary screen. Rap guanine nucleotide exchange factor 4 (Homo sapiens), Q8WZA2. EPAC2 activation, biochemical qHTS; response scale: 100% = 6.5 mM cAMP response. Potency, µM (top dose mostly 154 µM), inactives show at the highest dose activation, actives largely listed as activators. 360,000 tested, 0.079% active. AID 720711, 2013; note: potency is the fitted concentration of half-maximal effect; nearly all actives have a fitted effect of over 50% in size
# Target sequence (Q8WZA2 whole entry, looked up): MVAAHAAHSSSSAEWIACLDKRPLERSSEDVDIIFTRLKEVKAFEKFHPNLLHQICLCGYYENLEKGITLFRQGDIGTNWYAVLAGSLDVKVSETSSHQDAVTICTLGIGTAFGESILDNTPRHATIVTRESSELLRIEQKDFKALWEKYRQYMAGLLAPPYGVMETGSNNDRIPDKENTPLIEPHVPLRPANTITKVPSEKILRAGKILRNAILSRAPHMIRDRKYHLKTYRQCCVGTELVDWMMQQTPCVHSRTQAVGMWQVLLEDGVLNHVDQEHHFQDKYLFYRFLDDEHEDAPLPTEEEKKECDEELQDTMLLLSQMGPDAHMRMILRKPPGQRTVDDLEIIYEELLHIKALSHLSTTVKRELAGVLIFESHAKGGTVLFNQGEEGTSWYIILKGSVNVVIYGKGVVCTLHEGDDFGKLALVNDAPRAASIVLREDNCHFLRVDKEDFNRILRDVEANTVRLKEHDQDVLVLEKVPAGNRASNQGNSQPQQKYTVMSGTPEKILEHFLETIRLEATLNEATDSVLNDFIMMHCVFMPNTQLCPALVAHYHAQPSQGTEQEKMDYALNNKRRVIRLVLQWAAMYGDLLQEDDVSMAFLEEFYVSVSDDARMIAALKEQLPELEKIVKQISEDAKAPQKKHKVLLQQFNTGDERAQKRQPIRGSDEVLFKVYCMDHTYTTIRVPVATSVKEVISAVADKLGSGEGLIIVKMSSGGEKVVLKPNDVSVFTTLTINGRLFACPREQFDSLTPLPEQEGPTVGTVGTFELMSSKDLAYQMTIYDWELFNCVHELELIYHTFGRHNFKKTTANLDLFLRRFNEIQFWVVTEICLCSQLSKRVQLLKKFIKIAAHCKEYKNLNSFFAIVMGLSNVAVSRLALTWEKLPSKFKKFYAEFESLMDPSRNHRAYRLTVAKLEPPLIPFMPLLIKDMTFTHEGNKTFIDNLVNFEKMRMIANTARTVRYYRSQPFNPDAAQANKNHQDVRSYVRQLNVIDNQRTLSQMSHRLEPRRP
#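 Setup: EPAC2 100 nM, labeled Rap1B complex 250 nM, free GDP 50 uM. Compound titrations pinned in, brief spin, 5 min room temperature incubation. Kinetic fluorescence read over 30 min, normalized to 6.5 mM cAMP.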
# ATXN viability: Viability Counterscreen for Primary qHTS for Inhibitors of ATXN expression. S2 cells (HEK-293 line with an ATXN2-luciferase reporter) viability, CellTiter-Fluor protease fluorescence, 24 h. Potency, µM (highest dose often 56.7 µM), actives largely listed as cytotoxic. 400,000 tested, 0.49% active. AID 651635, 2014; note: potency is the fitted concentration of half-maximal effect; nearly all actives have a fitted effect of over 40% in size
# A549 viability: Nrf2 qHTS screen for inhibitors: counterscreen for cytotoxicity. 390,000 tested, 0.16% active. A549 ARE-Fluc cells, CellTiter-Fluor viability, 18-24 h. Potency, µM (top dose mostly 46 µM), without a hit: at the highest dose activity change, negative = cytotoxicity, usual class: inhibitors; note: potency is the fitted concentration of half-maximal effect; % is set by controls: 0 for no effect and ±100 for the full control effect
#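 A549 ARE_Fluc cells in 5% FBS OPTI-MEM were exposed to compounds in concentration-response for 18-24 h at 37 deg C. Viability was read by CellTiter-Fluor fluorescence (Ex 405/Em 525) after 30 min, before the luciferase read.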
# An asterisk follows results filed as active; i = inactive; u = inconclusive; x = not tested or not shown; & = joins results of further samples; [ ] = remark or other dose. Unless noted, calls come from the whole dose curve; as a rule, active = well fitted curve in the direction sought with a large enough effect; inconclusive = small, poorly fitted or top-dose-only effect, or another doubt; inactive = no such curve, though single readings can be large; an effect the other way counts as inactive or inconclusive.
# Every second line gives: Nrf2 inh	TGFb SMAD3 inh	ATXN2 expr inh	IL-2 act	HepG2 viability	Nrf2 activator	EPAC2 ag	ATXN viability	A549 viability
(1) COc1ccc(-c2cn3nc(N4CCC(C(=O)Nc5ccc(Cl)cc5C)CC4)sc3n2)cc1
    16%	-3%	x	x	1%	0.7%	x	x	11%
(2) O=C(Cn1cnc2c(nnn2Cc2ccc(F)cc2)c1=O)N1CCCc2ccccc21
    13%	16%	-5%	0.3	0%	-0.2%	2%	u	-5%
(3) CCN(CCn1cccn1)C(=O)c1cc(COc2cccc3cccnc23)on1
    7%	-4%	10%	-2.5	-1%	-0.6%	-1%	i	-9%
(4) O=C(O)c1ccc(Cl)c(S(=O)(=O)N2CCCCCC2)c1
    26µM*	-9%	0%	-0.7	-2%	0.2%	-11%	i	u
(5) COC(=O)C1CCN(CC(=O)Nc2sc3c(c2C#N)CCC3)CC1
    x	0%	5%	0.2	0%	1.6%	-11%	i	4%
(6) CC1CN(C(=O)c2ccccc2Nc2ccc(SC(F)F)cc2)CC(C)O1 (stereo not given)
    1%	u	6%	1.3	-23%	-0.4%	8%	i	0%
(7) O=C(NCCOc1ccc(Cl)cc1)C(=O)NCC1CCCO1 (stereo not given)
    -4%	9%	-8%	0.3	4%	0.4%	1%	i	2%
(8) COCc1ccc(C(=O)N2CCCCC2C(=O)Nc2ccc(-n3nc(C)cc3C)cc2)o1 (stereo not given)
    3%	4%	-7%	-0.6	0%	0.1%	1%	i	3%
(9) C/C(=N\NC(=O)c1ccncc1)c1ccc(N2CCOCC2)cc1
    4%	-5%	-25%	-0.3	-8%	0.6%	7%	i	10%
(10) COc1ccc(CCNC(=O)C(=O)NCc2ccc(Cl)cc2)cc1OC
    -3%	-7%	-17%	0.4	-1%	-0.4%	3%	x	1%
(11) CCOc1ccccc1NC(=O)Cn1c(=O)n(Cc2nc(C)no2)c(=O)c2ccccc21
    27%	-15%	x	x	-20%	-1.0%	x	x	0%
(12) CC(C)c1c(C(=O)N/N=C/c2cccc3ccccc23)nnn1-c1nonc1N
    -8%	u	x	-0.7	-20%	4.9%	17%	i	12%
(13) CCOC(=O)C1CCN(c2ncnc3c(C)csc23)CC1
    u	18%	4%	-0.4	-28%	3.8%	6%	i	-4%
(14) CCC/C(O)=C1\C(=O)CCCC1=NCCc1c(C)[nH]c2ccc(C)cc12
    -11%	-6%	-5%	-0.2	-21%	-1.3%	7%	i	-8%
(15) CC(NC(=O)c1ccccc1Cl)C(=O)OCc1cn2cc(Cl)ccc2n1 (stereo not given)
    10%	0%	x	0.6	-22%	2.2%	4%	u	-2%
(16) Cc1ccc(C(=O)CSc2nnc(CNc3nc(-c4ccccc4)cs3)n2C)cc1
    u	u	-26%	-2.1	-44%	5.2%	-5%	u	-11%
(17) Cc1cc(NCc2ccccc2)n2ncnc2n1
    -9%	1%	-20%	0.2	1%	0.2%	4%	i	15%
(18) CCCn1c(C2CCCN2c2nc(-c3ccc(C)cc3)cs2)nc2cc(Cl)c(N3CCCCC3)cc21 (stereo not given)
    21%	4%	8%	0.4	-6%	-1.2%	4%	i	5%
(19) O=C(Nc1ccc2c(c1)OCCO2)C1CCN(S(=O)(=O)c2cccs2)CC1
    -17%	-2%	10%	-1.3	-13%	-0.6%	9%	i	-3%
(20) O=C(O)CSc1ncnc2sc(-c3ccccc3)cc12
    -4%	0%	17%	-1.0	-15%	4.6%	11%	i	0%
(21) Cc1ccn2c(CNCCn3nc(C)cc3C)c(C(=O)N3CCCCCC3)nc2c1
    -10%	3%	-17%	-0.9	-3%	-0.7%	-7%	u	-5%
(22) CCOc1ccc(C(=O)N/N=C(\c2ccccc2)c2ccccn2)cc1
    21µM*	u	7.9µM*	-0.6	-37%	7.9%	7%	u	u
(23) CC(=O)Nc1ccc(C(=O)N2CCCC(c3cc(C(=O)NCc4ccc(F)cc4)no3)C2)cc1 (stereo not given)
    x	-23%	-16%	-0.5	-23%	0.7%	13%	i	x
(24) CCOC(=O)c1c(C)[nH]c(NC(=O)NNC(=O)c2ccc(OC)cc2)c1C
    15%	10%	-2%	1.3	-14%	-1.0%	13%	i	0%
(25) CCC(C)Sc1ccc([C@H]2N[C@@](CC(C)C)(C(=O)OC)[C@H]3C(=O)N(C)C(=O)[C@@H]23)cc1 (stereo not given in full)
    8%	u	8%	-2.9	3%	-0.7%	-4%	i	2%
(26) COc1cccc(C2c3[nH]c4ccccc4c3CCN2Cc2cccn2-c2ncccn2)c1 (stereo not given)
    -4%	u	-6%	-0.6	-41%	7.5%	13%	i	-6%
(27) O=C(Cc1ccc(Cl)cc1)Nc1ccccn1
    4%	u	x	0.9	-6%	4.5%	1%	i	0%
(28) CC(C)(C)OC(=O)C[C@@H]1C/C=C\C[C@H](CC(=O)N[C@H](CO)Cc2ccccc2)C(=O)N[C@@H](Cc2c[nH]c3ccccc23)COC1=O
    -2%	-2%	-5%	-1.2	-15%	4.3%	-2%	i	4%
(29) CCN(CC)c1ccc(CNC(=O)C/C(C)=N/NC(=O)COc2ccc(C)cc2Br)cc1
    -8%	-2%	8%	0.2	-9%	-0.7%	13%	i	9%
(30) O=C(CCCc1ccccc1)c1ccc2c(c1)OCCO2
    x	-16%	10µM*	0.5	-35%	-2.9%	20%	i	-10%
(31) COc1cccc(N2CCN(c3ncnc4c3[nH]c3ccc(F)cc34)CC2C)c1 (stereo not given)
    6.5µM*	u	3.5µM*	-0.9	-70%	-4.3%	-23%[15.6 µM]	10µM*	18µM*
(32) CC(=O)Nc1ccc(S(=O)(=O)N(C)CC(=O)OC(C)C(=O)N(C)Cc2ccccc2)cc1 (stereo not given)
    13%	u	0%	-3.2	11%	-0.5%	2%	u	-4%
(33) COCCn1c(CCC(=O)Nc2cc(C)ccc2C)nc2cccnc21
    -14%	-8%	5%	x	-26%	-0.1%	x	i	7%
(34) COc1ccc(-c2csc3ncnc(N4CCN(CCO)CC4)c23)cc1
    -6%	11%	0%	-0.4	-4%	0.0%	5%	i	-4%
(35) Nc1oc2ccccc2c1C(=O)Cc1ccccc1O[C@@H]1O[C@H](CO)[C@@H](O)[C@H](O)[C@H]1O
    -4%	9%	6%	-1.6	-16%	0.1%	2%	i	-2%
(36) NC(=O)CSc1nnc(-c2ccccn2)n1N
    0%	4%	x	2.2	3%	3.1%	3%	i	-1%
(37) COc1ccc(S(=O)(=O)N2C3CCC2CC(NC(=O)C2CC2)C3)cc1 (stereo not given)
    -5%	-1%	0%	-0.7	-25%	-0.4%	-9%	i	-7%
(38) CCCCc1c(-c2ccccc2OC)ncn1Cc1cccc(-c2ccccc2)c1
    x	x	28µM*	-0.6	x	-1.6%	-3%	u	x
(39) COc1ccc(-n2c(-c3cccc(OC)c3)nc(=S)c3c2CCCC3)cc1
    26µM*	-23%	u	0.6	-35%	2.7%	-2%	x	-12%
(40) O=C1CCN(Cc2ccccc2)S(=O)(=O)c2ccc(C(F)(F)F)cc21
    -21%	u	-24%	0.3	-8%&-34%	0.3%	8%	i	0%
(41) CC1=C(C(=O)N(C(C)C)C(C)C)CC(CC(=O)NC2CCCCC2)C(=O)N1Cc1ccc(C(C)(C)C)cc1 (stereo not given)
    x	u	u	-0.9	13µM*	-2.5%	-11%	u	x
(42) CCOc1ccc(C(=O)Nc2ccc3c(c2)C(=O)NC3=O)cc1
    -5%	1%	-4%	0.6	-4%	-1.6%	-3%	i	-3%
(43) CNS(=O)(=O)c1cccc(C(=O)Nc2cccnc2)c1
    -11%	8%	1%	1.4	-2%	0.2%	8%	i	-2%
(44) Cc1ccccc1-c1nnc(SCC(=O)NCC2CCCO2)o1 (stereo not given)
    -21%	3%	-15%	1.8	3%	-0.9%	2%	i	-10%
(45) CCN(CC)S(=O)(=O)c1ccc2c(c1)nc(CCC(=O)Nc1ccc3c(c1)OCO3)n2C
    3%	-9%	2%	-0.6	-10%	3.6%	3%	i	17%
(46) Cc1ccc(S(=O)(=O)N2CCOC2CNC(=O)C(=O)NCCc2ccccc2)cc1 (stereo not given)
    -29%	-16%	-15%	1.4	-15%	3.0%	-10%	i	0%
(47) COCCN1C[C@@H](CO)O[C@@H](n2cnc3c(N(C)C(C)C)ncnc32)C1
    x	2%	14%	-0.5	-3%	0.5%	0%	i	x
(48) O=C(NCC(c1ccc2c(c1)OCO2)N1CCN(c2ccccc2)CC1)C(=O)Nc1cccc(F)c1 (stereo not given)
    x	-6%	8%	x	2%	-0.5%	x	i	-1%
(49) Cc1ccc(-c2noc(CNC(=O)COc3ccccc3C)n2)cc1
    24%	-9%	3%	-4.0	-16%	-0.5%	18%	i	17%
(50) COc1cccc(CC(=O)N2CCCC(CO)(Cc3ccc(F)cc3F)C2)c1 (stereo not given)
    3%	-9%	x	-0.1	-36%	-0.4%	2%	i	1%
(51) O=C(Cn1cnc(Cl)c1Cl)c1ccccc1
    5%	-25%	x	-2.8	-3%	-0.7%	4%	i	16%
(52) COc1cccc(/C=C/C(=O)OCC(=O)Nc2ccc3c(c2)OCCO3)c1
    x	1%	x	2.4	2%	0.2%	-4%	i	x

# Screening results: PubChem BioAssay, National Center for Advancing Translational Sciences (NCATS)

# Random draw from the library; about 4.3% have a hit in one of these screens.
